sgs1 mgt1 = NCI yeast anticancer drug screen, S. cerevisiae sgs1 mgt1 strain | 78,000 compounds, 10% hits | % growth inhibition at 50 µM | AID 161;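 note: 0% = growth of vehicle-only cultures of the same strain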
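Mutant yeast exposed to compound; growth scored against vehicle-only wells.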
yeast rad50 = NCI yeast anticancer drug screen, S. cerevisiae rad50 strain. growth inhibition, % at 50 µM. 79,000 compounds, 10% hits;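 note: 0% = growth of vehicle-only cultures of the same strain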
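Growth of the mutant yeast was measured after compound exposure and referenced to vehicle-treated cultures.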
cln2 rad14 = NCI yeast anticancer drug screen, S. cerevisiae cln2 rad14 strain; % growth inhibition at 50 µM; 78,000 compounds, 8.3% hits; AID 165;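 note: 0% = growth of vehicle-only cultures of the same strain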
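Yeast carrying cln2 and rad14 alterations (cell cycle control and DNA damage repair) were exposed to compounds. Growth inhibition was measured against vehicle-treated controls.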
mec2-1 = NCI yeast anticancer drug screen, S. cerevisiae mec2-1 strain | % growth inhibition at 50 µM | 79,000 compounds, 9% hits | AID 157;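 note: 0% = growth of vehicle-only cultures of the same strain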
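Each compound was tested on mec2-1 yeast, a strain altered in DNA damage repair or cell cycle control. Growth inhibition is reported relative to vehicle.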
yeast mlh1 rad18 = NCI yeast anticancer drug screen, S. cerevisiae mlh1 rad18 strain. growth inhibition, % at 50 µM. 79,000 compounds, 11% hits;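 note: 0% = growth of vehicle-only cultures of the same strain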
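Steps: expose repair-defective yeast to compound; measure growth; express inhibition against vehicle-treated controls.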
bub3 = NCI yeast anticancer drug screen, S. cerevisiae bub3 mutant strain; growth inhibition, % at 50 µM; 78,000 compounds, 9.9% hits;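 note: 0% = growth of vehicle-only cultures of the same strain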
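Screening used yeast with an engineered genetic alteration affecting cell cycle control. Compound-exposed cultures were compared with vehicle cultures, and reduced growth was taken as inhibition.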
* hit, by the source's call; nt = no result given; & = joins results of further samples; ! = a repeat was not active. Cut-off read from the data, not from the text of the source: active = growth inhibition above about 70%; inactive = the rest. Rows are unselected (roughly 14% active in at least one column).

SMILES	sgs1 mgt1	yeast rad50	cln2 rad14	mec2-1	yeast mlh1 rad18	bub3
O=C(Nc1cccc2c1C(=O)c1cc(Cl)ccc1C2=O)c1ccccc1	4	-3	-39	0	-2	5
COc1ccc(Br)cc1/C=N\NS(=O)(=O)c1ccc(C)cc1	nt	-1	nt	-20	-1	nt
Cc1cccc(C(=O)N(C)C(c2ccco2)P(=O)(c2ccccc2)c2ccccc2)c1 (stereo not given)	68	20	27	-16	3	33
Cc1c(C)c2cc(Br)ccc2[nH]c1=O	-10	19	6	-6	2	7
CC(C)(C)NC(=O)C(C)(C)C	2	11	-35	-1	-16	15
CCN(Cc1ccccc1)c1ccc(/C=C/c2nccc3ccccc23)cc1	46	24	-11	23	42	25
CC(C)(Br)C(=O)/C=C/c1ccccc1	91*	88*	97*	96*	72*	22
COc1ccc(COC(=O)Nc2cccc(Cl)c2C)cc1	15	-1	-26	9	-3	-9
O=c1[nH]c(C(F)(F)F)c(F)c(=O)[nH]1	87*	69	94*	94*	95*	63
CCc1nc(=O)c2ccccc2n1C	-6	0	5	5	-22	-5
CC(CC[C@@H](O)C(C)(C)O)C1[C@@H](O)CC2(C)C3CC(O)C4C(C)(C)[C@@H](OC5OC(CO)C(O)C(O)C5O)CC[C@@]45C[C@@]35CC[C@]12C (stereo not given in full)	0	-15	-30	3	-28	-6
O=C(Nc1ccc([N+](=O)[O-])cc1[N+](=O)[O-])C(=O)C(C(=O)c1ccc(Cl)c(Cl)c1)C1OC(=O)c2ccccc21 (stereo not given)	62	67	72*	41	40	54

Given with bars between the fields: 5 of the compounds above
SMILES | sgs1 mgt1 | yeast rad50 | cln2 rad14 | mec2-1 | yeast mlh1 rad18 | bub3
Cc1c(C)c2cc(Br)ccc2[nH]c1=O | -10 | 19 | 6 | -6 | 2 | 7
Cc1cccc(C(=O)N(C)C(c2ccco2)P(=O)(c2ccccc2)c2ccccc2)c1 (stereo not given) | 68 | 20 | 27 | -16 | 3 | 33
O=C(Nc1ccc([N+](=O)[O-])cc1[N+](=O)[O-])C(=O)C(C(=O)c1ccc(Cl)c(Cl)c1)C1OC(=O)c2ccccc21 (stereo not given) | 62 | 67 | 72* | 41 | 40 | 54
COc1ccc(COC(=O)Nc2cccc(Cl)c2C)cc1 | 15 | -1 | -26 | 9 | -3 | -9
CC(CC[C@@H](O)C(C)(C)O)C1[C@@H](O)CC2(C)C3CC(O)C4C(C)(C)[C@@H](OC5OC(CO)C(O)C(O)C5O)CC[C@@]45C[C@@]35CC[C@]12C (stereo not given in full) | 0 | -15 | -30 | 3 | -28 | -6

More records follow.
SMILES	sgs1 mgt1	yeast rad50	cln2 rad14	mec2-1	yeast mlh1 rad18	bub3
COc1ccc(NC(=S)NC(=O)c2ccccc2)cc1OC	22	32	3	4	15	-1
O=[N+]([O-])OC1CCCC(O[N+](=O)[O-])c2c1n([O-])c1ccccc1[n+]2=O (stereo not given)	82*	89*	47	21	84*	18
Cc1ccc(/C([O-])=C(\C(=S)Nc2cccc(C)c2)[n+]2ccccc2)cc1	13	-8	-28	25	1	23
O=C(SCc1ccccc1)c1cccnc1	22	19	-5	20	6	10
CCOC(=O)C(Nc1cccc2ccccc12)C(=O)OCC	9	0	-5	19	26	46
OCC1OC(n2cnc3c(Cl)nc(Nc4ccccc4)nc32)CC1O (stereo not given)	-22	0	5	-8	-29	-18
O=C(NC(Cc1ccc(O)cc1)C(=O)O)C(=O)c1c[nH]c2ccccc12 (stereo not given)	0	-2	0	-6	10	2
C[n+]1cccc2c1-c1ccccc1C2=O	8	-2	40	2	16	11
CSc1nc2c(c(=O)[nH]1)N=C(c1ccccc1)CC(c1ccccc1)N2 (stereo not given)	18	7	-1	15	-6	23
Nc1ccc(NC(=O)Nc2ccccc2)cc1	-1	6	-32	-19	-15	-22
CC(C)CCOC(=O)c1ccc(O)cc1.[Zn+2]	77*	76*	37	66	84*	88*
CCCCCCCCCC1CC(=O)NCC(=O)NC(C(C)C)C(=O)NC(CC(C)C)C(=O)NC(C)C(=O)NC(C(C)C)C(=O)O1 (stereo not given)	18	11	21	1	9	-4
C=C1c2c(Cl)cccc2C(C)(CC)c2cccc(Cl)c21	-19	-20	-18	6	-6	-13
O=C(O)CCC(=O)Oc1ccc(O)c2c1CCCC2=O	-1	-7	-18	2	-9	-1
O=c1cc(C(F)(F)F)[nH]c(=S)[nH]1	-16	-22	-21	-5	-26	-25
COC(=O)N1C(C#N)=CCc2ccccc21	17	26	-6	31	6	4
CC(C)NC(=O)OCc1nnn2c1CCC2	-12	-7	-23	0	-4	0
Cc1cc2c(cc1Cl)SC(NNc1cnc3ccccc3n1)=NS2(=O)=O	36	23	20	22	5	19
CS(=O)(=O)NCCBr	6	-10	-22	-4	-11	-32
COC1OCC2OC3(CCCCC3)OC2C1SCc1ccccc1 (stereo not given)	11	8	-7	-10	-5	-10
c1ccc2c3c([nH]c2c1)[C@H]1C2CCCCN2CN1CC3 (stereo not given in full)	-8	0	5	-20	4	-6
C/C=C(\C)C(=O)OC1/C=C(\C)CC/C=C(\C)CC2OC(=O)C(C)(OC(C)=O)C12 (stereo not given)	-23	-8	-19	-4	-81	-28
c1ccc(Nc2ccc3ccccc3n2)cc1	40	41	14	5	16	-2
CCOC(=O)c1ccc(N2N=C3C(=CC(=O)c4ccccc43)SCC2=O)cc1	52	64	7	55	65	30
O[C@H]1[C@H]2c3cc4c(cc3CN3CCC(C[C@@H]1O)[C@H]23)OCO4 (stereo not given in full)	10	3	20	-6	9	3
CCCCC(O)(c1ccc2nc(NC(=O)OC)[nH]c2c1)c1cccs1 (stereo not given)	49	8	36	75*	95*	36
COc1ccc(/C=C/c2ccc(Cl)cc2)cc1	28	25	5	0	12	-8
O=C(O)c1ccccc1CC1Cc2cc3c(cc2C1)CCC3	-32	-40	-37	-17	-51	-12
COC(=O)c1[nH]c(C)c(C(=O)OC)c1C	-3	-8	-5	-28	-13	-13
N#C/C(=C1\N=C(c2ccccc2O)Oc2ccccc21)c1ccc([N+](=O)[O-])cc1	13	7	-1	-12	-14	4
COc1cc(CC(=O)c2cc3c(cc2-c2ccccc2)OCO3)cc(OC)c1OC	34	9	3	-19	12	21
C=CCc1ccc(OCCOCCCl)c(OC)c1	-7	-2	-27	6	11	4
C/C(=N/NS(=O)(=O)c1ccc(C)cc1)C(=NO)/C(C)=N\NS(=O)(=O)c1ccc(C)cc1	45	56	86*	70*	60	50
COC(=O)C1CCCCC1C(=O)OC (stereo not given)	1	-11	-17	-14	6	-5
Nc1nc(N)c2[nH]cnc2n1	-2&4	19&1	-30&11	-4&-2	1&-44	-17&1
Cc1cc(=O)n2[nH]c(-c3ccco3)cc2n1	-10	-22	-14	-31	-24	-33

Reprinted at random: five compounds from above.
SMILES	sgs1 mgt1	yeast rad50	cln2 rad14	mec2-1	yeast mlh1 rad18	bub3
Cc1cc(=O)n2[nH]c(-c3ccco3)cc2n1	-10	-22	-14	-31	-24	-33
COC(=O)c1[nH]c(C)c(C(=O)OC)c1C	-3	-8	-5	-28	-13	-13
O=C(O)c1ccccc1CC1Cc2cc3c(cc2C1)CCC3	-32	-40	-37	-17	-51	-12
CCCCC(O)(c1ccc2nc(NC(=O)OC)[nH]c2c1)c1cccs1 (stereo not given)	49	8	36	75*	95*	36
COc1ccc(/C=C/c2ccc(Cl)cc2)cc1	28	25	5	0	12	-8

Additional records follow:
SMILES	sgs1 mgt1	yeast rad50	cln2 rad14	mec2-1	yeast mlh1 rad18	bub3
O=C1c2ccccc2C(=O)c2c(NC3CCCCC3)ccc(Nc3ccc(S(=O)(=O)O)cc3)c21	77*	79*	59	77*	83*	70*
Cc1cn(C2CC(O)C(COC(N)=O)O2)c(=O)[nH]c1=O (stereo not given)	-12	-38	-5	-21	2	-44
CC(C)(c1ccc(O)cc1)c1ccc(O)cc1	78*!	78*!	71*!	82*!	88*	81*!
COc1ccc(S(=O)(=O)NN)cc1	-9	-8	-41	-19	-9	-2
O=NC1C(Br)C2CC1C1C(Cl)C(Cl)CC21 (stereo not given)	77*	59	44	30	49	10
CC(=O)OC/C=C(\C)CC(/C=C(C)/C=C/C1=C(C)CCCC1(C)C)S(=O)(=O)c1ccccc1 (stereo not given)	-6	35	2	9	-5	0
COC(=O)/C=C/N1CCOCC1	-9	6	6	-5	9	-12
CC(=O)c1cccc2cc(CC(=O)c3ccccc3)c(=O)oc12	6	12	-33	6	1	11
CC(C)=NOC(=O)Nc1ccc(Cl)cc1	73*	58	37	30	47	47
O=c1oc2ccccc2c(O)c1C(c1ccc2c(c1)OCO2)N1CCCC1 (stereo not given)	20	7	15	37	23	8
CC1(C)[C@@H]2CC[C@]1(C)[C@H](OC(=O)CSC#N)C2	99*	99*	95*	98*	99*	99*
C#CCOC(=O)c1ccccc1OC(C)=O	18	0	7	3	24	-1

Shown as comma-separated lines: part of the list above.
structure,sgs1 mgt1,yeast rad50,cln2 rad14,mec2-1,yeast mlh1 rad18,bub3
CC(C)(c1ccc(O)cc1)c1ccc(O)cc1,78*!,78*!,71*!,82*!,88*,81*!
O=c1oc2ccccc2c(O)c1C(c1ccc2c(c1)OCO2)N1CCCC1 (stereo not given),20,7,15,37,23,8
C#CCOC(=O)c1ccccc1OC(C)=O,18,0,7,3,24,-1
CC(=O)OC/C=C(\C)CC(/C=C(C)/C=C/C1=C(C)CCCC1(C)C)S(=O)(=O)c1ccccc1 (stereo not given),-6,35,2,9,-5,0
Cc1cn(C2CC(O)C(COC(N)=O)O2)c(=O)[nH]c1=O (stereo not given),-12,-38,-5,-21,2,-44
CC(=O)c1cccc2cc(CC(=O)c3ccccc3)c(=O)oc12,6,12,-33,6,1,11
COC(=O)/C=C/N1CCOCC1,-9,6,6,-5,9,-12

(list continues)
SMILES	sgs1 mgt1	yeast rad50	cln2 rad14	mec2-1	yeast mlh1 rad18	bub3
CC(C)C(N=Cc1ccccc1O)C(=O)O (stereo not given)	-10	-8	-6	-22	-4	-48
O=C1NC(=O)N(c2ccc([N+](=O)[O-])cc2)C1=O	-3	0	18	1	10	-4
O=c1cc[nH]c(=S)[nH]1.[Pt]	6	12	-19	19	29	1
O=[N+]([O-])c1ccc(N/N=C\c2ccccc2)c([N+](=O)[O-])c1	-18	-17	-53	-20	8	-2
C=CCNC(=S)NCc1cccc2ccccc12	34	-3	-28	36	21	32
Cc1cc(=O)c2c([nH]1)c1c(c3[nH]c(C)cc(=O)c32)Oc2ccccc2O1	-3	65	-11	5	28	-6
O=COCCCCCc1ccccc1	-3	-11	9	-5	-11	-6
COC1OC(COC(c2ccccc2)(c2ccccc2)c2ccccc2)C(OS(=O)(=O)c2ccc(C)cc2)C(OC(=O)c2ccccc2)C1OC(=O)c1ccccc1 (stereo not given)	-1	0	-7	-7	28	0
CC1CN(c2nc3ccccc3o2)C(C)CN1c1nc2ccccc2o1 (stereo not given)	-9	-7	12	6	-12	10
CCOc1cccc2c1NC(C)=C(C(=O)c1ccccc1)S2	15	-1	-66	-10	-11	-7
CSC1(C)C(=O)Nc2ccc(C(F)(F)F)cc21 (stereo not given)	0	9	18	5	0	-6
CCOC(=O)NC(=Cc1ccccn1)c1ccc(Cl)cc1 (mixture of isomers)	-8	8	-1	-3	29	4
Cc1ccc(NC(=O)CCC(=O)C2Cc3ccccc3C2=O)cc1C (stereo not given)	-5	-16	21	-8	4	2
O=[N+]([O-])c1ccc(Oc2c3ccccc3nc3ccccc23)cc1	20	11	-2	-4	14	-1
CN(C)CC(/C(Cc1ccccc1)=N\NC(=O)c1ccncc1)c1ccccc1 (stereo not given)	2	-28	-7	-18	-23	-24
CCOC(=O)CCCCN(CC)CCCCC(=O)OCC	11	3	-2	-2	-20	17

Screening data deposited in PubChem BioAssay by NCI.
